Source: PubChem BioAssay
GAA glycogen = alters human alpha-glucosidase cleavage of glycogen | actives 0.38% (n = 300,000) | recombinant GAA, glycogen substrate, Amplex Red glucose oxidase fluorescence | P10253 | AID 2100 | Potency, µM (top dose mostly 76.4 µM), inactives show top-dose activity change, negative = inhibition, most hits filed as inhibitors; active means well fitted inhibition curve with a large enough effect; inconclusive means small, poorly fitted or top-dose-only effect, or another doubt; inactive means no such curve, though single readings can be large or run the other way;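 further: 0% = full enzyme reaction and -100% = no-enzyme basal signal; the screen sought inhibitors and activators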
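Natural-substrate format: glycogen cleavage by 4 nM human enzyme, glucose read by Amplex Red coupling (Ex 573, Em 610 nm). Normalized to enzyme and no-enzyme controls.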
An asterisk follows results filed as active; u = inconclusive; & = joins results of further samples; [ ] = dose if it differs, or a comment. Potency means the concentration at half of the fitted maximal effect.

The first 4 records, to show the layout:
SMILES	GAA glycogen
CN1C(=O)[C@H]2[C@@H](c3ccc(F)cc3)N3C(=O)c4ccccc4NC(=O)[C@@]3(C)[C@H]2C1=O	-5%[76.3 µM]
CC(NC(=O)CCc1nc2cc(S(=O)(=O)N3CCOCC3)ccc2n1C)c1ccc(S(N)(=O)=O)cc1 (stereo not drawn)	2%[76.3 µM]
O=C(CSc1cn[nH]n1)Nc1nc2ccccc2s1	-1%
O=C(CCCc1ccccc1)NCc1ccccn1	10%[76.3 µM]

The listing, from the start:
SMILES	GAA glycogen
CN1C(=O)[C@H]2[C@@H](c3ccc(F)cc3)N3C(=O)c4ccccc4NC(=O)[C@@]3(C)[C@H]2C1=O	-5%[76.3 µM]
CC(NC(=O)CCc1nc2cc(S(=O)(=O)N3CCOCC3)ccc2n1C)c1ccc(S(N)(=O)=O)cc1 (stereo not drawn)	2%[76.3 µM]
O=C(CSc1cn[nH]n1)Nc1nc2ccccc2s1	-1%
O=C(CCCc1ccccc1)NCc1ccccn1	10%[76.3 µM]
COc1ccc(CCNCc2cc(C)n(-c3ccc(OC)cc3)c2C)cc1	u
O=C(c1ccc(CS(=O)Cc2ccccc2Cl)o1)N1CCN(C2CCCCC2)CC1 (stereo not drawn)	-2%[76.3 µM]
CCNC(=O)CC1C(=O)N(c2cccc(C)c2)C(=O)N1CCC(C)C (stereo not drawn)	-2%
C=CCn1c(=O)c(C(=O)NC2CC2)c(O)c2cc(OC)c(OC)cc21	3%[76.3 µM]
COc1cc(/C=C2\C=CC(=O)O2)cc(OC)c1	-1%
CCCC(C(=O)Nc1ccc2c(C)cc(=O)oc2c1)c1ccccc1 (stereo not drawn)	4%[76.3 µM]
Cc1cc(C)c(C)c(S(=O)(=O)N2CCN(c3ncnc4sc(C)c(C)c34)CC2)c1C	2%[76.3 µM]
CC(Sc1nnc(COc2ccc(Cl)cc2)n1-c1ccccc1)C(=O)O (stereo not drawn)	-6%[76.3 µM]
CN(Cc1ccc(F)cc1)Cc1nc(-c2ccccc2)no1	7%[76.3 µM]
COc1ccc(S(=O)(=O)N2CCC(C(=O)NCc3cccnc3)CC2)cc1C	-1%
CCc1nn(CC(=O)N2CCN(C)CC2)c(=O)c2cccn12	12%[76.3 µM]
CCOC(=O)c1ccc(NS(=O)(=O)c2ccc(Br)s2)cc1	-14%[76.3 µM]
CC(C)CCOc1ccc(C(=O)NCC2OCCc3ccccc32)cc1 (stereo not drawn)	15%[76.3 µM]
COc1cc(C(=O)N(Cc2ccc(C(C)C)cc2)C2CCS(=O)(=O)C2)cc(OC)c1OC (stereo not drawn)	6%[76.3 µM]
Oc1[nH]c2ccccc2c1N=Nc1c(F)c(F)c(C(F)(F)F)c(F)c1F	3%
CCOC(=O)c1cc(-c2ccc(C)cc2)n(CC(=O)Nc2cccc(C(C)=O)c2)c1C	-4%[76.3 µM]
CSCC[C@H](NC(=O)Cc1c(C)c2cc3c4c(oc3cc2oc1=O)CCCC4)C(=O)O	2%
CC(=O)c1cccc(N(CC(=O)NC2CCCCC2)C(=O)c2csnn2)c1	1%
CCOc1ccc(NC(=O)Cn2c(=O)n(CCCCC(=O)NCc3ccc4c(c3)OCO4)c(=O)c3ccccc32)cc1	-9%[76.3 µM]
Cc1ccc(Cn2c(CCC(=O)O)nc3ncccc3c2=O)cc1	-13%

Looked up by structure from the list above, 2 records:
SMILES	GAA glycogen
CSCC[C@H](NC(=O)Cc1c(C)c2cc3c4c(oc3cc2oc1=O)CCCC4)C(=O)O	2%
CCOC(=O)c1ccc(NS(=O)(=O)c2ccc(Br)s2)cc1	-14%[76.3 µM]

(more compounds)
SMILES	GAA glycogen
Cc1cccc(C)c1OCc1nc2c3c(-c4ccccc4)c(-c4ccccc4)oc3ncn2n1	16%[76.3 µM]
COc1ccccc1NC(=O)C1CCN(c2cnccn2)CC1	13%[76.3 µM]
CCOc1cc(/C=C2/C(=N)N3C(=NC2=O)SN=C3S(C)(=O)=O)ccc1OS(=O)(=O)c1ccccc1	-9%[76.3 µM]
COc1cc(Br)c(/C=C(\C#N)c2nc3ccccc3[nH]2)cc1OC	-6%[76.3 µM]
COc1ccc(Cc2nc3ccc(C(=O)NCC4COCCO4)cc3o2)cc1 (stereo not drawn)	-3%[76.3 µM]
Cc1ccc(OCc2cc(C(=O)N3CCCC(O)C3)no2)cn1 (stereo not drawn)	-6%[76.3 µM]
COc1ccc(-c2cc(C(=O)Nc3ccc4c(c3)OCO4)no2)cc1OC	-5%[76.3 µM]
CCOC(=O)c1ccc(S(=O)(=O)N2CCN(CC(O)COc3cccc(C(C)=O)c3)CC2)cc1 (stereo not drawn)	-27%
O=C/C=C/c1c(-c2ccccc2)cc2oc3ccccc3cc1-2	-3%
CC(NC(=O)c1ccc(CS(C)(=O)=O)cc1)C1CC2CCC1C2 (stereo not drawn)	-2%[76.3 µM]
COc1ccc(-n2c(=O)c3ccc(C(=O)NCc4ccc(C)cc4)cc3n(Cc3ccc(Cl)cc3)c2=O)cc1	-11%[76.3 µM]
COc1ccc(S(=O)(=O)N(C)c2ccc(C(=O)NCC3CCCO3)cc2)cc1OC (stereo not drawn)	1%[76.3 µM]

Molecules above that have a thiophene ring, fused or not, in the order listed:
SMILES	GAA glycogen
Cc1cc(C)c(C)c(S(=O)(=O)N2CCN(c3ncnc4sc(C)c(C)c34)CC2)c1C	2%[76.3 µM]
CCOC(=O)c1ccc(NS(=O)(=O)c2ccc(Br)s2)cc1	-14%[76.3 µM]

Carrying on:
SMILES	GAA glycogen
O=C(NNC(=O)c1cc2ccccc2cc1O)Nc1ccc(F)cc1F	2%[76.3 µM]
Cc1cccnc1Nc1nc(-c2ccccc2)cs1	-1%[76.3 µM]
CCn1c(=O)c2cc(C(=O)N(CCN(C)C)Cc3ccccc3)sc2c2ccccc21	-2%[76.3 µM]
COc1ccc(OC)c(CNC(=O)c2cc3c(Cl)nc4ccccc4c3s2)c1	13%[76.3 µM]
Cc1ccc(Cn2c(C)c3cnn(CC(=O)N4CCN(c5ccc(F)cc5)CC4)c(=O)c3c2C)cc1	-8%[76.3 µM]
O=C(NCCCN1CCOCC1)C1CC(=O)N(c2ccccc2)C1 (stereo not drawn)	-2%
Cc1ccc(C)c(Cn2cc(CCC(=O)NC3CCCCC3)c3ccccc32)c1	-3%[76.3 µM]
Cc1cc(C)c(C(=O)NCC2CCCO2)c(C)c1C(=O)NCC1CCCO1 (stereo not drawn)	-1%
COc1ccc(/C=C/c2ccc3cccc(O)c3n2)c(OC)c1OC	1%
CN(Cc1ccccc1)S(=O)(=O)c1ccc2[nH]c(=O)oc2c1	15%[76.3 µM]
CCOC(=O)c1ccccc1NC(=O)N(Cc1ccco1)C1CCN(C(C)=O)CC1	-6%[76.3 µM]
CC(C)n1nccc1N(Cc1ccc(Br)cc1)S(=O)(=O)c1ccccc1	-5%

The last four entries of the section above open the next one:
SMILES	GAA glycogen
COc1ccc(/C=C/c2ccc3cccc(O)c3n2)c(OC)c1OC	1%
CN(Cc1ccccc1)S(=O)(=O)c1ccc2[nH]c(=O)oc2c1	15%[76.3 µM]
CCOC(=O)c1ccccc1NC(=O)N(Cc1ccco1)C1CCN(C(C)=O)CC1	-6%[76.3 µM]
CC(C)n1nccc1N(Cc1ccc(Br)cc1)S(=O)(=O)c1ccccc1	-5%
COc1cccc(C(=O)Nc2cc3c(cc2C(=O)c2ccc(C)cc2)OCCO3)c1	-11%[76.3 µM]
O=C(CSc1nncn1-c1cccnc1)Nc1ccccc1[N+](=O)[O-]	10%
Cc1csc(NC(=O)c2cccnc2)n1	-4%[76.3 µM]
Cc1ccc(CN2CCC(=O)N2)cc1	1%
CCOC(=O)c1ccccc1NC(=O)C1CC(=O)N(C(C)(C)C)C1 (stereo not drawn)	19%[76.3 µM]
NC(=O)CC(NC(=O)Cc1ccc(Cl)cc1)c1ccc(NC2CCCCCCC2)c([N+](=O)[O-])c1 (stereo not drawn)	13%[76.3 µM]
CCCCc1ccc(NC(=O)Nc2cccnc2)cc1	5%[76.3 µM]
COc1ccc(C(=O)NCC(=O)N/N=C(\C)Cc2ccccc2)cc1	-24%[76.3 µM]
O=C(Oc1ccccc1C(=S)N1CCOCC1)c1ccccc1	2%
CC1CCN(C(=O)C2CCN(c3ncnc4c3nc3n4CCCCC3)CC2)CC1	-3%[76.3 µM]
O=C(CCCCn1c(=O)c2ccccc2n(Cc2ccc(Cl)cc2)c1=O)NCc1ccccc1Cl	13%[76.3 µM]
Cc1ccc(Cl)cc1NC(=O)CN1C(=O)COc2ccc(S(=O)(=O)N3CCOCC3)cc21	-7%[76.3 µM]
COc1ccc(-c2nc(N)nc(C(F)(F)F)c2-c2ccccc2OC)c(O)c1	-2%
CCCNc1ccc(-c2nc(-c3ccncc3)no2)cc1[N+](=O)[O-]	9%[76.3 µM]
CCOc1ccccc1CNC(=O)CCc1cn(Cc2ccc(Cl)cc2)c2ccccc12	8%[76.3 µM]
Cc1noc(C)c1C(=O)N(CC(C)C)c1nc2ccccc2s1	-12%[76.3 µM]
CN(C)S(=O)(=O)c1ccc(N/C=C(\[N+](=O)[O-])S(=O)(=O)c2ccccc2)cc1	-3%
COc1ccc(CC(=O)NCCCc2ccccc2)cc1OC	-5%
CCn1c(SCC(=O)Nc2ccc(OC)c(OC)c2)nc2c(c1=O)SCC2	-16%[76.3 µM]
COc1ccc(-c2coc3c2c(C)cc2oc(=O)cc(C)c23)cc1	0%[76.3 µM]
COc1ccc(CN2CCNC(=O)C2CC(=O)NCCC2=CCCCC2)c(F)c1 (stereo not drawn)	1%[76.3 µM]
CN(c1ccccc1C(=O)Nc1ccc(CC#N)cc1)S(=O)(=O)c1ccccc1	-8%[76.3 µM]
CCCOc1ccc(C(=O)NNC(=S)NC(=O)c2ccccc2[N+](=O)[O-])cc1	-21%[76.3 µM]
NC(=O)c1cc(S(=O)(=O)NCCc2ccc(Cl)cc2)cs1	-5%[76.3 µM]
CCOC(=O)CN(Cc1ccccc1)C(C(=O)NC1CCCCC1)c1ccc(OC)cc1 (stereo not drawn)	7%[76.3 µM]
Cn1c(=O)oc2cc(S(=O)(=O)Nc3ccccc3O)ccc21	-12%&-2%[76.3 µM]
CCCS(=O)(=O)c1ncc(Cl)c(C(=O)Nc2c(C(=O)c3ccccc3)oc3ccccc23)n1	-3%[76.3 µM]
O=C(Nc1ccc2nc(SCC(=O)N3CCc4ccccc43)sc2c1)c1cccc(F)c1	-1%[76.3 µM]
Cc1cc(OC(F)F)ccc1NC(=O)Nc1ccc2c(c1)OCO2	-1%[76.3 µM]
O=C(c1cc(C(=O)N2CCN(c3ccc(F)cc3)CC2)cc([N+](=O)[O-])c1)N1CCN(c2ccc(F)cc2)CC1	17%[76.3 µM]
COc1ccc(NC(=O)CN2CCC(C(=O)c3ccc(C)cc3)CC2)c(OC)c1	13%
COc1ccc(N2CCN(S(=O)(=O)c3ccc4oc(=O)ccc4c3)CC2)cc1	-4%
COc1ccc(CCNS(=O)(=O)c2cc3c4c(c2)CC(=O)N4CCC3)cc1	-11%[76.3 µM]
COC(=O)COc1ccc(-c2nnc(Nc3ccc(O)cc3)c3ccccc23)cc1	u
CCCCCCOc1ccc(/C(C)=N/NC2=NCCN2)cc1	-5%[76.3 µM]
Cc1ccc(CN2CCCN(Cc3c(C)cc(C)cc3C)S2(=O)=O)cc1	-5%
CCCCc1cc(=O)oc2cc(C)cc(OCC(=O)N[C@@H](CSCc3ccccc3)C(=O)O)c12	-8%[76.3 µM]
COc1cc(-c2noc(-c3ccc(NCc4ccco4)c([N+](=O)[O-])c3)n2)cc(OC)c1OC	5%[76.3 µM]
Cc1cccc(N2CCN(C(=O)C3CCC(CNS(=O)(=O)c4cccs4)CC3)CC2)c1C (stereo not drawn)	7%
O=C(NCCCc1nc2ccccc2n1Cc1cccc(Cl)c1)C1CCCCC1	5%[76.3 µM]
CC(=O)Nc1ccc(NC(=O)CCC(=O)OCC(=O)c2ccc(F)cc2)cc1	-4%[76.3 µM]
COC(=O)c1ccc(OCc2nn[nH]n2)cc1	4%[76.3 µM]
N#Cc1c(SCC(=O)Nc2ccc(C(F)(F)F)cc2)sc2c(O)cc(=O)[nH]c12	-1%[76.3 µM]
Cc1ccc([C@@H]2[C@@H]3C(=O)N(C)C(=O)[C@@H]3[C@]3(C)C(=O)N(CCO)CC(=O)N23)o1	-5%[76.3 µM]
CCC1=Nc2cc(C(=O)NCCCN3CCN(C)CC3)ccc2Sc2ccccc21	2%[76.3 µM]
CC(C)(C)c1cc(C(=O)CCN2CCOCC2)cc(C(C)(C)C)c1O	-15%
O=C(CC1C(=O)N(c2ccccc2)C(=O)N1CCc1cccs1)Nc1ccc(Cl)cc1 (stereo not drawn)	-19%[76.3 µM]
CCOC(=O)c1ccc(NC(=O)c2nsc3ccccc23)cc1	-12%[76.3 µM]
CC1CC(C)CN(S(=O)(=O)c2ccc(C(=O)N3CCOCC3)cc2)C1 (stereo not drawn)	-3%[76.3 µM]
CSc1nc2c(c(=O)[nH]1)C(c1cccc(F)c1F)CC(=O)N2 (stereo not drawn)	8%[76.3 µM]
COc1ccc(CCC(C)NC(=O)Cc2ccc(OC)c(OC)c2)c(OC)c1 (stereo not drawn)	-9%
COC(=O)c1c(-c2cccs2)csc1NC(=O)COc1ccc(C(C)(C)C)cc1	-9%[76.3 µM]
COC(=O)c1ccc(CN2CCCC(CO)(Cc3ccc(F)cc3F)C2)cc1 (stereo not drawn)	-3%[76.3 µM]
CCOc1ccc(C(=O)Nc2ccc(S(=O)(=O)NCC3CCCO3)cc2)cc1OCC (stereo not drawn)	13%[76.3 µM]

This is a subset (hit frequency here may not be typical).
